Imprint erasure = genomic imprint erasure induction; Potency, µM (titrated, usually from 60.7 µM), inactives show at the highest dose activity change, positive = activation, usual class: activators; 110,000 tested, 0.02% active; mouse ES Peg3-LacZ reporter, beta-gal luminescence, 40 h;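 further: 0% = negative control wells on the plate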
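Each well holds 300 Peg3LacZ-Neo (maternal) female ES cells incubated 40 h at 37C, 5% CO2. LacZ is measured by BetaGlo luminescence, with AC50 and maximum efficacy derived from dose-response curves.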
p53ts 39C kill = kills p53ts cells at the nonpermissive temperature | AID 902 | Potency, µM (highest dose often 46.1 µM), without a hit: top-dose activity change, negative = cell killing, usual class: cytotoxic | H1299-p53A138V viability at 39C, ATP luminescence, 24 h | 130,000 tested, 1.5% active; further: nearly all actives have a fitted effect of over 55% in size
IkB sig inh = inhibitors of IkB signaling in ABC-DLBCL cells; Potency, µM (titrated, usually from 57.1 µM), inactives show at the highest dose IkBa stabilization activation; 110,000 tested, 0.04% active; ABC-DLBCL IkBa-CBG/CBR dual luciferase ratio, 4 h; response scale: scaled: untreated 0%, proteasome inhibitor 100%; active means well fitted curve in the direction sought with a large enough effect in the signal ratio, not every such curve was filed as active; inconclusive means small, poorly fitted or top-dose-only effect, or a change in a side signal; the % refers to the signal ratio;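 further: the direction sought is a rising ratio; 0% = basal untreated cells and 100% = reference inhibitor full response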
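Luminescence ratio of IκBα-fused green versus native red beetle luciferase in OCI-Ly3 cells, 4 h post-doxycycline with compound; red signal alone, scaled from basal (0%) to zero light (-100%), flagged nonspecific or cytotoxic effects.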
p53ts 32C kill = kills p53ts cells at the permissive temperature; 130,000 tested, 0.93% active; Potency, µM (series often up to 46.1 µM), inactives show at the top dose activity change, negative = cytotoxicity, hits mostly cytotoxic; H1299-p53A138V at 32C, ATP luminescence viability, 24 h;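 further: 0% = DMSO and -100% = full killing by reference compound; nearly all actives have a fitted effect of over 55% in size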
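Cells: H1299 p53ts (A138V), 600/well, pre-incubated 16–30 h at 37C. Cpd up to 46 uM, 24 h, 32C. Readout: ATPlite luminescence, 20 min RT. Normalization: DMSO vs tamoxifen 100 uM. AC50 by Hill equation.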
Starred values were filed as active, the others as inactive; ? = inconclusive; nt = no result given; [ ] = dose if it differs, or a comment. Unless noted, the call rests on the fitted dose curve; in most records, active means well fitted curve in the direction sought with a large enough effect; inconclusive means small, poorly fitted or top-dose-only effect, or another doubt; inactive means no such curve, though single readings can be large; an effect the other way counts as inactive or inconclusive. Unless noted, on the % scale 0 is the no-effect control and ±100 the full control effect; potency means the concentration at half of the fitted maximal effect.

compound | Imprint erasure | p53ts 39C kill | IkB sig inh | p53ts 32C kill
COC(=O)Cn1c(C(=O)N2CCCC2)cc2c1C[C@H]1CN(C(=O)c3ccccc3)[C@@](Cc3ccc(F)cc3)(C(=O)OC)[C@@H]21 | -8% | -17% | nt | 6%
CCOc1ccc2nc(NC(=O)C(NS(=O)(=O)c3cccs3)C(C)C)sc2c1 (stereo not drawn) | -10% | -2% | 0.5% | 2%
CCOC(=O)c1ccc(NC(=O)C2Cc3ccccc3C(=O)O2)cc1 (stereo not drawn) | -46%[inhibitor][10.9 µM] | 7% | -0.4% | -1%
O=C(Nc1ccc(N2CCOCC2)cc1)C1CCCN(S(=O)(=O)c2ccccc2)C1 (stereo not drawn) | -10% | -15% | 0.6% | -7%
CC(OC(=O)c1ccco1)C(=O)NC1CCCCC1 (stereo not drawn) | -1% | -1% | 0.9% | -2%
CN(C)CCSS(=O)(=O)O | -16%[10.9 µM] | 3%[9.22 µM] | -0.2%[11.4 µM] | -6%[9.22 µM]
CC(=O)N(C)c1ccc(NC(=O)c2cnn(C)c2)cc1 | -9% | -16% | 0.6% | -22%
O=C(O)c1cc(-n2c(/C=C\c3ccc(F)cc3)nc3ccccc3c2=O)ccc1Cl | 16%[10.9 µM] | -43% | ? | 0%
CSCCC(NC(=O)c1cc(C(C)(C)C)oc1C)C(=O)O (stereo not drawn) | -2% | 1% | 0.7% | -8%
COc1ccc(OC)c(NC(=O)c2cc3n(n2)C(C(F)(F)F)CC(c2ccc4c(c2)OCO4)N3)c1 (stereo not drawn) | -10% | 5% | ? | -9%
CN(Cc1ccccc1)Cc1nc2c(c(=O)n(C)c(=O)n2C)n1Cc1ccc(Cl)cc1 | -1% | -9% | 2.0% | -3%
CC(=O)CSc1ncnc2c1oc1ccccc12 | -13% | 7% | -2.6% | -14%
N#C/C(=C\c1c(Oc2ccc(F)cc2)nc2ccccn2c1=O)c1nc2ccccc2s1 | -15%[10.9 µM] | 8% | ? | -1%
CCOC(=O)C1CCN(C(=O)C2CCN(S(=O)(=O)N3CCCC3)CC2)CC1 | -2% | -4% | -1.3% | 0%
COC(=O)c1ccccc1NC(=O)CCCn1c(C)c2cnn(-c3ccccc3)c(=O)c2c1C | -8%[10.9 µM] | -12% | ? | -1%
CCN(CC)c1nc2nonc2nc1N(CC)CC | -5% | 6% | 1.1% | 12%
COc1ccc(OC)c(NC(=O)C2CCN(S(=O)(=O)c3c(C)noc3/C=C/c3ccc(C)cc3)CC2)c1 | -10%[10.9 µM] | -10% | ? | -7%
O=S(=O)(c1cccs1)N1CN(Cc2cccs2)c2nc3ccccc3nc21 | -17% | 7% | 0.2% | 13%
Clc1ccccc1Cn1cccc1C1=NC(Cc2ccccc2)CO1 (stereo not drawn) | -9%[10.9 µM] | 7% | -1.4% | -4%
COn1c(C)c(C(C)=O)c2c3nonc3ccc21 | 5% | 0% | -0.5% | 9%
COc1ccc(N2CCN(C(CNC(=O)c3ccc(C)cc3)c3ccc4c(c3)OCO4)CC2)cc1 (stereo not drawn) | ? | -17% | 2.0% | -2%
CC(CNC(=O)C1CCN(C(=O)c2cc3sccc3n2C)CC1)c1ccccc1 (stereo not drawn) | -9%[10.9 µM] | -20% | ? | -8%
C[N+]1(NCC[N@@+]2(C)CCc3ccccc3C2)CCCCC1 | -12%[10.9 µM] | 15%[9.22 µM] | 0.5%[11.4 µM] | 0%[9.22 µM]
CN(C)c1nc(-c2ccccc2C(F)(F)F)nc2ccccc12 | -13% | -11% | 2.4%[11.4 µM] | 15%
COc1ccc(N2CCN(C(=O)CCn3nnc4ccccc43)CC2)cc1 | -18% | -5% | 2.6% | -2%
CCCN1C(=O)C(O)(CC(=O)c2cccc(OC)c2)c2ccccc21 (stereo not drawn) | -33%[inhibitor] | 22% | 2.2% | 4%
O=C(CC(c1ccccc1)c1cc(Cl)ccc1O)N1CCOCC1 (stereo not drawn) | -10% | 5% | 1.1% | -3%
COc1ccc(Cl)cc1NC(=O)c1oc2ccc(S(=O)(=O)N3CCCCC3)cc2c1C | 21%[10.9 µM] | -22% | ? | -3%
Cc1ccc(NC(=O)Cn2c(=O)n(CCCCC(=O)NCCc3ccccc3)c(=O)c3ccccc32)cc1 | -7%[10.9 µM] | 1% | -1.7% | 13%
CC(=O)NC(CCS(C)(=O)=O)C(=O)Nc1ccccc1C (stereo not drawn) | -11% | 2% | 2.1% | -14%
CCOC(=O)CC(NC(=O)Cn1nnc(-c2ccccc2C)n1)c1ccc(OC)cc1 (stereo not drawn) | -2%[10.9 µM] | 3% | -0.4% | -8%
CC1(C)CC2CC(C)(CN2C(=O)CN2C(=O)c3ccccc3C2=O)C1 (stereo not drawn) | -5% | 12% | -0.2% | -3%
COc1ccc(N2CCN(C(=O)c3cn(C4CCCCC4)c(=O)c4c3c3ccccc3n4C)CC2)cc1 | -6%[10.9 µM] | -3% | 1.8% | 6%
O=C(c1ccc2c(c1)N(Cc1cccc(Cl)c1)C(=O)c1ccccc1S2)N1CCOCC1 | 17%[10.9 µM] | -25% | ? | 14%
CCOC(=O)c1[nH]c(C)c(C(=O)N2CCN(C(=O)OCC)CC2)c1CC | -4% | -3% | 0.2% | -11%
CC(C)(Oc1ccc(Cl)cc1)C(=O)Nc1ccc2oc(-c3ccncc3)nc2c1 | -16% | 0% | 3.3% | -6%
CCOc1ccccc1Nc1nc2ccccc2c2nncn12 | -2%[10.9 µM] | -13% | -0.3% | 1%
Nc1c(C(=O)NCCN2CCOCC2)c2nc3ccccc3nc2n1-c1cccc(F)c1 | -6% | 4% | -0.6% | 4%
CO[C@@H]1COC(=O)[C@H]2CCCN2C(=O)C/C=C\[C@@H](C)[C@H](OC)COC(=O)[C@H]2CCCN2C(=O)C/C=C\[C@H]1C | nt | 2%[9.22 µM] | nt | 6%[9.22 µM]
CCOc1ccc(-n2cc(-c3ccccc3)c3c(NCc4ccccc4)ncnc32)cc1 | -15%[10.9 µM] | -19% | -3.1% | 2%
Cc1cccc(NC(=O)CSc2nc3c([nH]c4ccccc43)c(=O)n2C)c1C | -9%[10.9 µM] | -18% | ? | 4%
COc1ccccc1CNc1cc(-c2ccc(C(=O)N(C)C)cc2)ncn1 | -6% | 2% | 3.0%[11.4 µM] | -1%
COc1ccc(NC(=O)CN2C(=O)CCc3cc(S(=O)(=O)N4CCOCC4)ccc32)cc1Cl | 9%[10.9 µM] | -19% | 2.9% | 2%
Cc1ccc(C(=O)CCC(=O)Nc2ccc(C)cc2C)cc1 | -15%[10.9 µM] | -16% | -0.4% | 12%
O=C(C1COc2ccccc2O1)N(Cc1cccnc1)c1nc2ccc(F)cc2s1 (stereo not drawn) | -13%[10.9 µM] | -15% | ? | -2%
O=C1N=C(N2CCOCC2)S/C1=C1\C(=O)N(Cc2ccccc2)c2ccccc21 | -6% | -21% | 0.2% | -9%
Cc1cn2c(=O)cc(COC(=O)C(C)Oc3ccccc3)nc2s1 (stereo not drawn) | -2%[10.9 µM] | ? | 0.5% | -4%
CN(C)c1ccc(CNS(=O)(=O)c2csc(C(N)=O)c2)cc1 | -18%[10.9 µM] | 19% | ? | -6%
Cc1c(Cl)ccc2sc(NC(=O)c3ccc(S(=O)(=O)N4CCCC4)cc3)nc12 | 7%[10.9 µM] | -12% | ? | 11%
CCOC(=O)N1CCN(Cc2nc3cc(NC(=O)c4ccc(F)cc4)ccc3n2C(C)C)CC1 | -25%[10.9 µM] | -13% | 1.2% | 1%
Cc1ccccc1-c1cncnc1N(C)Cc1ccco1 | 0% | 5% | 0.9%[11.4 µM] | 6%
CCOC(=O)C1=C(C)NC(=O)NC1c1ccc(OCC(N)=O)cc1 (stereo not drawn) | nt | 0% | nt | 9%
CCc1ccc(N(C(=O)CCC(=O)Nc2cc(C)on2)C(C(=O)NC2CCCC2)c2ccco2)cc1 (stereo not drawn) | nt | 29% | nt | 7%
Cc1cccc(-n2nnnc2SC(C)C(=O)NCCC2=CCCCC2)c1 (stereo not drawn) | 7% | -6% | ? | 18%
COc1ccc(C2CC(C(F)(F)F)n3nc(C(=O)NCc4cn(C)nc4C)c(Cl)c3N2)cc1 (stereo not drawn) | -11% | 5% | 7.2% | 0%
CC(C)C(=O)Nc1ccc(N2CCN(C(=O)c3cccs3)CC2)cc1 | nt | -4% | -0.8% | -2%
CCc1cccc(NS(=O)(=O)c2ccc3c(c2)n(C)c(=O)c(=O)n3C)c1 | -7%[10.9 µM] | 14% | ? | -13%
CS(=O)(=O)N(CC(=O)NCC1CCCO1)c1ccc(F)c(Cl)c1 (stereo not drawn) | -7% | 13% | -1.1% | 6%
O=C(CSc1nnc(-c2cccs2)n1-c1ccccc1)N1CCCC1 | -13% | -4% | 0.8% | 2%
Cc1ccc(C(=O)Nc2nc3ccccc3c(=O)s2)cc1 | nt | 16µM* | ? | 13µM*

Continuation.
compound | Imprint erasure | p53ts 39C kill | IkB sig inh | p53ts 32C kill
COc1cc(OC)cc(-c2nnc(SCc3c(F)cccc3Cl)o2)c1 | nt | -7% | 7.0% | 3%
Cc1ccc(OCCSc2nc3ccc(NC(=O)c4ccco4)cc3s2)cc1 | -18%[10.9 µM] | -2% | -0.5% | -8%
COc1c2c(nc3ccccc13)O[C@@H]([C@@](C)(O)CO)C2 | nt | 11% | -6.8% | 9%
O=C(NCCc1ccc(Cl)cc1)C(=O)NCC(c1ccco1)S(=O)(=O)c1ccccc1 (stereo not drawn) | 26%[10.9 µM] | ? | 0.3% | -10%
CCOC(=O)c1[nH]c2ccc(OC)cc2c1NC(=S)N1CCN(c2cccc(C)c2C)CC1 | nt | ? | nt | 11µM*
Cc1ccc(N2C(=O)CCSC23C(=O)N(Cc2ccc(F)cc2)c2ccccc23)cc1 (stereo not drawn) | 10%[10.9 µM] | -27% | ? | -4%
Cn1c(CNC(=O)CSc2nc(-c3cccc(Cl)c3)nc3cc(=O)[nH]n23)nc2ccccc21 | -4%[10.9 µM] | 27% | -0.8% | 4%
CN(C)C=Nc1c(Br)cc(Br)c2nonc12 | -2% | 1% | 2.2% | -2%

Structures listed so far containing an aryl thioether with sulfur outside any ring:
compound | Imprint erasure | p53ts 39C kill | IkB sig inh | p53ts 32C kill
CC(=O)CSc1ncnc2c1oc1ccccc12 | -13% | 7% | -2.6% | -14%
Cc1cccc(NC(=O)CSc2nc3c([nH]c4ccccc43)c(=O)n2C)c1C | -9%[10.9 µM] | -18% | ? | 4%
Cc1cccc(-n2nnnc2SC(C)C(=O)NCCC2=CCCCC2)c1 (stereo not drawn) | 7% | -6% | ? | 18%
O=C(CSc1nnc(-c2cccs2)n1-c1ccccc1)N1CCCC1 | -13% | -4% | 0.8% | 2%
COc1cc(OC)cc(-c2nnc(SCc3c(F)cccc3Cl)o2)c1 | nt | -7% | 7.0% | 3%
Cc1ccc(OCCSc2nc3ccc(NC(=O)c4ccco4)cc3s2)cc1 | -18%[10.9 µM] | -2% | -0.5% | -8%
Cn1c(CNC(=O)CSc2nc(-c3cccc(Cl)c3)nc3cc(=O)[nH]n23)nc2ccccc21 | -4%[10.9 µM] | 27% | -0.8% | 4%

Compounds were not picked by outcome; any-hit rate near 1.7%.
